# Screening results as filed in PubChem.
# TDP1 inh: TDP1 (human) enzyme inhibition; Q9NUW8; recombinant TDP1, AlphaScreen DNA substrate cleavage; Potency, µM (highest dose often 130 µM), for inactives: top-dose activity change, negative = inhibition, actives largely listed as inhibitors; actives 0.28% (n = 350,000); AID 485290; further: nearly all actives have a fitted effect of over 40% in size
# Target sequence (Q9NUW8 whole entry, looked up): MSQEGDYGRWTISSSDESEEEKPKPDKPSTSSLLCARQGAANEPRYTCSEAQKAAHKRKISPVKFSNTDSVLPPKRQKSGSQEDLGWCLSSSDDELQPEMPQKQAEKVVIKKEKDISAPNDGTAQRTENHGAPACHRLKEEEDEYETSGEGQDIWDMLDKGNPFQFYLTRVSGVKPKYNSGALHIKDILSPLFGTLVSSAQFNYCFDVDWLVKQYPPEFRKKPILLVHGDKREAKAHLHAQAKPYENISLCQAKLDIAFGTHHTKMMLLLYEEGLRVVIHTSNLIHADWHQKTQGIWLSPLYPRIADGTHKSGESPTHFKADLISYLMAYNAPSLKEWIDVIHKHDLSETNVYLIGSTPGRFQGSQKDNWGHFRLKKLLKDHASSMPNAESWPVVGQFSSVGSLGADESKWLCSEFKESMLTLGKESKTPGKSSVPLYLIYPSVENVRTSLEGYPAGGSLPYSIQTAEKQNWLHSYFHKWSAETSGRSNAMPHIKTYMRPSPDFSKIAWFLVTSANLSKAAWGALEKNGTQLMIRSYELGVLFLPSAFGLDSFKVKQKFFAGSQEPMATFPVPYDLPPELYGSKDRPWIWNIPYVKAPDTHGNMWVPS
#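 Here, a 5' biotin and 3' phosphotyrosine-FITC DNA oligonucleotide reports Tdp1 activity: intact substrate bridges AlphaScreen beads, while cleavage leaves a 3' phosphate and drops signal. All incubations at room temperature.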
# GCN5L2 inh: inhibitors of human GCN5L2 histone acetyltransferase; GCN5L2 HAT assay, ThioGlo1 CoA-SH fluorescence; Potency, µM (top dose mostly 58.9 µM), inactives show at the top dose activity change, negative = inhibition, hits mostly inhibitors; actives 0.21% (n = 390,000); Q92830
#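 ThioGlo1-coupled HAT assay: 20nM GCN5L2, 70uM acetyl-CoA, 75uM H3(1-25) peptide, pH 7.5. Fluorescence read at 340/540nm at start and after 20 min at room temperature.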
# TDP1 cell noCPT: qHTS for Inhibitors of human tyrosyl-DNA phosphodiesterase 1 (TDP1): qHTS in cells in absence of CPT | actives 15% (n = 420,000) | DT40 Tdp1-/- hTDP1 cells, no CPT, ATP luminescence, 48 h | Potency, µM (series often up to 46.2 µM), inactives show at the top dose activity change, negative = growth inhibition, hits mostly inhibitors; further: nearly all actives have a fitted effect of over 55% in size
#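 A cellular qHTS used chicken DT40 cells lacking endogenous Tdp1 but carrying stably transfected human TDP1. Compounds were applied without camptothecin, and cell growth kinetics were judged by ATP-dependent luminescence after ≥48 hr.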
# Active calls of the source: *; ? = inconclusive; . = not tested or not shown; [ ] = another dose, or the depositor's remark. The call rests on the fitted dose curve; in most records, active means well fitted curve in the direction sought with a large enough effect; inconclusive means small, poorly fitted or top-dose-only effect, or another doubt; inactive means no such curve, though single readings can be large; an effect the other way counts as inactive or inconclusive. On the % scale 0 is the no-effect control and ±100 the full control effect; potency means the concentration at half of the fitted maximal effect.
SMILES	TDP1 inh	GCN5L2 inh	TDP1 cell noCPT
Cn1cccc1C(=O)NNC(=O)COc1ccccc1Cl	2.8%	-1.2%	12.7%
COC(=O)c1ccc(NC(=S)Nc2ccc3ccccc3c2)cc1	5.6%	-1.3%	-27.3%
NS(=O)(=O)c1ccc(NC(=O)c2c(F)cccc2Cl)cc1	0.0%	1.8%	-14.7%
Cc1ccc(NC(=O)COC(=O)/C=C/c2ccc(Br)o2)cc1S(=O)(=O)N(C)C	-2.6%	-11.1%	-8.3%
O=C(Cc1cccs1)Nc1ccc(F)cc1	.	-0.6%	-18.8%
CCN(C(=O)COc1ccc(C)nc1[N+](=O)[O-])C1CCS(=O)(=O)C1 (stereo unspecified)	-3.4%	-6.3%	2.7%
O=C(Nc1nc2ccccc2[nH]1)C1CCN(C(=O)c2ccc(F)cc2)CC1	-20.5%[0.505 µM]	0.8%	-25.0%
COc1cccc(CNC(=O)c2ccc3c(c2)S(=O)(=O)N=C2CCCCCN23)c1	1.9%	-5.3%	-3.5%
O=C(COc1ccc(Cl)cc1)Nc1ccc(Cc2ccncc2)cc1	3.2%	-10.9%	?
CCC(C(=O)O/N=C(\N)c1cccc(C)c1)c1ccccc1 (stereo unspecified)	.	-3.5%	-17.5%
COc1ccccc1C(=O)NCCC(=O)Nc1nc2ccccc2[nH]1	-5.8%[0.505 µM]	1.3%	?
CCN(CC)S(=O)(=O)c1ccc(OC)c(NC(=O)CSc2ccccc2)c1	-5.9%	15.4%	?
CCC(CC)CN1CCN=C1N(C)C	.	1.3%	-12.6%
Cc1cc(C)nc(Nc2nc3ccccc3o2)n1	.	-5.1%	?
CCOc1ccc(CCNC(=O)COC(=O)Cc2c[nH]c3ccccc23)cc1OCC	1.5%	-8.1%	-27.4%
COc1ccnc(Oc2ccccc2)c1C(N)=O	.	-3.9%	-17.3%
CC(C)OC(=O)CSc1nnc(-c2ccc(O)cc2)n1Cc1ccccc1	5.6%	-1.2%	-26.5%
CC12CN3CC(C)(CN(C1)C3c1ccc(Br)cc1)C2 (stereo unspecified)	3.2%	-12.6%	-8.3%
C/C=C/c1ccc(OCC(O)CN2CCCCC2CC)c(OC)c1 (stereo unspecified)	-5.9%	-0.1%	-28.1%
COc1ccc(Nc2nc(=O)[nH]nc2C)cc1	-6.6%	-4.1%	-0.5%
CCCN1C(=O)C2(/C(=C(\O)c3ccc4c(c3)OCCO4)C(=O)C(=O)N2CCCOC)c2ccccc21 (stereo unspecified)	3.9%	-11.4%	-15.7%
C(=N\Nc1ccccn1)/c1c[nH]c2ccccc12	8.4%	-6.9%	?
O=C(NCc1ccccc1F)C(=O)NCC1CCCN1S(=O)(=O)c1ccccc1 (stereo unspecified)	.	-6.7%	?
CN(NC(=O)c1ccc(Cl)cc1Cl)C1=NS(=O)(=O)c2ccccc21	3.7%	-12.2%	2.3%
Cc1cccc(CS(=O)(=O)Cc2ccc(C(=O)NC3CCCCCC3)o2)c1	1.1%	-19.9%	?
COCCN(C(=O)CSc1nn(-c2ccc(F)cc2)c(=S)s1)c1c(N)n(CC(C)C)c(=O)[nH]c1=O	.	1.7%	-20.5%
O=C(Nc1cccc(C(F)(F)F)c1)c1cc2ncc(Br)cn2n1	.	-14.4%	-2.4%
Cc1ccc(OCC(=O)N(C)CC(=O)Nc2ccc(F)cc2)c([N+](=O)[O-])n1	0.0%	-2.0%	-12.0%
CC[n+]1c(/C=C/Nc2ccccc2)oc2ccccc21	7.9%	3.4%	14.6µM*
CCCCCCCCn1c(=O)c(C(=O)OC)c(N)c2ccccc21	3.6%	-9.7%	3.26µM*
Cc1ccc(Nc2cnn(C34CC5CC(CC(CC(=O)O)(C5)C3)C4)c(=O)c2Cl)cc1	0.0%	-8.3%	9.1%
Cc1occc1C(=O)Nc1ccc(S(=O)(=O)N2CCN(C)CC2)cc1	4.1%	-4.0%	?
CCC(C)NC(=O)C1CCN(S(=O)(=O)c2ccc3c(c2)CC(C)N3C(C)=O)CC1 (stereo unspecified)	.	-5.8%	-29.1%
C=CCn1c2ccccc2c2nnc(SCC(=O)NC(C(=O)OC)C(C)C)nc21 (stereo unspecified)	0.0%	?	-17.7%
O=C(Nc1ccc([N+](=O)[O-])cc1)Nc1ccc(Cl)cc1F	2.7%	-9.1%	1.64µM*
S=C1NC(c2ccccc2)N2C(=S)NC(c3ccccc3)N12 (stereo unspecified)	11.6%	28.2µM*	-20.5%
Cc1cccn2c(=O)cc(COC(=O)C(C)Oc3ccccc3)nc12 (stereo unspecified)	-14.7%	-1.0%	-11.8%
CC(C)(C)c1ccc(OCC(=O)NCC2(N3CCOCC3)CCCCC2)cc1	3.6%	3.4%	16.4µM*
O=C(NC1(C(F)(F)F)NC(=O)N(c2ccccc2)C1=O)c1cccs1 (stereo unspecified)	1.1%	-1.6%	0.3%
O=C(NCc1n[nH]c(=S)n1-c1ccccc1)c1cccs1	-10.8%	-3.0%	6.3%
COc1cccc(C(C(=O)NC2CCCC2)N(C(=O)c2ccco2)c2ccc(C(C)=O)cc2)c1OC (stereo unspecified)	.	1.7%	?
COc1ccc(CNc2ncnc3ccc(-c4cccnc4)cc23)c(OC)c1	.	-12.1%	?
Cc1cc(C(=O)CSc2nnc(C3CC3)n2C2CC2)c(C)n1C(C)C	2.8%	0.8%	1.3%
c1ccc(-c2noc(CN3CCN(c4ccccc4)CC3)n2)cc1	2.9%	-4.7%	-2.8%
COc1ccc(NC2=Nc3ccccc3CC2)cc1	-5.2%	-13.9%	-21.7%
O=C1CN(S(=O)(=O)c2ccccc2C(F)(F)F)CCN1	7.7%	-7.1%	-2.7%
O=C(O)c1ccc(COc2ccccc2/C=C2\NC(=O)N(Cc3ccccc3F)C2=O)cc1	0.0%	-25.3%	?
Cc1cc(=O)oc2cc(OCC(=O)NCCCN3CCCC3=O)c(Cl)cc12	3.0%	1.9%	16.9%
COc1ccc(C(NC(=O)CN2C(=O)NC3(CCc4ccccc43)C2=O)c2ccccc2)cc1 (stereo unspecified)	2.2%	-3.6%	?
COc1ccc(C(=O)N2CCN(Cc3ccccc3[N+](=O)[O-])CC2)cc1	.	-3.1%	-20.4%
CSCc1c(C(=O)NCCc2ccccn2)oc2ccccc12	9.4%	-5.4%	-26.2%
Cc1ccc(NC(=O)CSCc2ccco2)cc1	8.2%	-2.3%	-5.7%
Cn1c(=O)[nH]c(=O)c2c1nc(N1CCOCC1)n2CCSc1nc2ccccc2[nH]1	5.8%	-6.7%	-12.0%
CC(=O)N1c2ccc(S(=O)(=O)NCC3CCC(C(=O)NCc4ccc(C)o4)CC3)cc2CC1C (stereo unspecified)	4.8%	-16.1%	-5.9%
COc1ccc(NC(=O)Cn2c(-c3ccc(OC)cc3)cn(-c3ccc(C)cc3)c2=O)cc1	6.8%	-2.4%	-22.8%
COC(=O)c1ccc(Nc2cc(C)nc3ccc(C)cc23)cc1	.	-1.6%	20.6µM*

# (next part)
SMILES	TDP1 inh	GCN5L2 inh	TDP1 cell noCPT
CCN(CC)CCCNC(=O)c1sc2ncn(CC(=O)Nc3ccc(C)c(Cl)c3)c(=O)c2c1C	2.6%	0.1%	?
O=C(COc1ccccc1)N1CCN(c2ccc([N+](=O)[O-])c(N3CCCCC3)c2)CC1	3.9%	-3.6%	?
CC(=O)N1CCN(C(=O)COc2ccc3oc4c(c3c2)CCCC4)CC1	.	-0.1%	-29.0%
CN1CCN(C(=O)/C(C#N)=C/c2ccc(OC(F)F)cc2)CC1	5.0%	-21.7%	-12.6%
OC(CCN1CCCCC1)(c1ccccc1)C1CC2C=CC1C2 (stereo unspecified)	.	-2.7%	?
COC(=O)C1CCN(C(=O)COC(=O)C2CCN(S(=O)(=O)c3ccc4c(c3)OCCO4)CC2)CC1	0.9%	-5.4%	7.9%
O=C(Nc1ccccc1Cl)OC1CCCCC1	3.2%[0.0935 µM]	-2.5%	?
COc1ccc(S(=O)(=O)Nc2ccc3c(c2)CCCN3S(=O)(=O)c2ccc(C)cc2)cc1F	3.8%	-1.7%	20.6µM*
COC(=O)/C(C#N)=C/c1c(N2CCN(c3ccccc3)CC2)nc2c(C)cccn2c1=O	.	-4.0%	?
Nc1nnc(SCc2ccc(F)cc2)n1-c1ccccc1	-2.5%	-2.8%	-7.7%
Cc1ccc(NC(=S)c2ccc3ccccc3n2)c(C)c1	16.2%	-20.4%	?
C=CCNC(=S)NNC(=O)c1ccc(=O)n(Cc2ccccc2)c1	2.5%	4.1%	-18.7%
CCC(Sc1nc2cc(OC)c(OC)cc2c(=O)n1Cc1ccco1)C(=O)NCCOC (stereo unspecified)	-3.8%	-1.9%	-28.0%
COc1cc(OC)cc(C(=O)NNC(=S)NC(=O)c2cccnc2)c1	4.0%	-8.7%	3.66µM*
COc1ccccc1N1CCN(S(=O)(=O)c2c(C)[nH]c(C)c2C(=O)N2CCCC2)CC1	6.2%	-3.0%	3.1%
Cc1ccc(NC(=O)CNc2cc(S(=O)(=O)N3CCOCC3)ccc2N2CCOCC2)cc1S(=O)(=O)N(C)C	-3.6%	-3.8%	?
O=C1CCN(Cc2ccccc2)S(=O)(=O)c2ccc(F)cc21	-10.1%	-1.9%	?
COc1ccc(OC)c(CNc2ncnc3onc(-c4ccc(Cl)cc4)c23)c1	9.0%	1.2%	2.91µM*
CCOC(=O)N1CCN(CC(=O)c2ccc3c(c2)CCN3C(C)=O)CC1	2.6%	-5.9%	-4.4%
CNC(=O)COC(=O)c1cc(F)c(F)cc1Cl	-4.1%	-4.6%	-1.0%
Cc1ccc2nc(Cl)c(/C=N/Nc3nc(C)cc(C)n3)c(=O)n2c1	6.7%	-9.1%	?
Cc1ccc(-c2cc(C(=O)NC3CCCC3)no2)cc1	.	-3.3%	?
Cc1ccc(NC(=O)CSc2nccn2Cc2ccccc2)cc1C	-3.1%	-0.2%	20.6µM*
O=C(O)C(Cc1ccccc1)Nc1ccc([N+](=O)[O-])cc1[N+](=O)[O-] (stereo unspecified)	-2.8%	-18.4%	-19.1%

# Entries of single compounds from above.
# Cc1ccc2nc(Cl)c(/C=N/Nc3nc(C)cc(C)n3)c(=O)n2c1 in the list: TDP1 inh = 6.7%; GCN5L2 inh = -9.1%; TDP1 cell noCPT = ?
# Cc1ccc(-c2cc(C(=O)NC3CCCC3)no2)cc1 in the list: TDP1 inh = .; GCN5L2 inh = -3.3%; TDP1 cell noCPT = ?

# (listing goes on)
SMILES	TDP1 inh	GCN5L2 inh	TDP1 cell noCPT
COc1ccc2c(-c3ccccc3)cc(SCC(=O)NC3CCS(=O)(=O)C3)nc2c1 (stereo unspecified)	4.2%	-3.5%	-25.4%
O=C(NNc1nc2c(F)cccc2s1)c1ccccc1	2.3%	2.5%	-24.3%
C/C(CC(=O)Nc1ccc(N(C)C)cc1)=N\NC(=O)c1ccccc1O	.	-5.3%	-1.7%
CS(=O)(=O)Nc1ccc(Oc2ncccn2)cc1	.	21.8%	16.5%
CCSc1ccc2nnc(-c3ccc(F)cc3)n2n1	.	4.2%	?
O=C(NCCC1=CCCCC1)C1CCN(S(=O)(=O)c2cccc3cccnc23)CC1	4.3%	-6.0%	?
COc1cc(NC(=O)COC(=O)CNC(=O)c2ccc(C)cc2)c(C)cc1[N+](=O)[O-]	4.2%	39.2%[activator]	-3.9%
COc1ccc(/C=c2\sc3nc(-c4ccccc4)c(-c4ccccc4)n3c2=O)cc1OC	2.0%	-11.4%	16.4µM*
CCC(=O)Nc1sc(C(=O)Nc2ccccc2OC)c(C)c1C(=O)OC	-7.6%	-4.4%	?
COc1cc(-c2cc(C(=O)N3CCN(c4ccccn4)CC3)c3ccccc3n2)cc(OC)c1OC	9.1%	-7.8%	23.1µM*
COc1ccc(NS(=O)(=O)c2ccc(N3CCOCC3)c(NC(=O)c3ccccc3Cl)c2)cc1	5.6%	-9.7%	?
Cc1cc(NC(=O)COC(=O)C2CC(=O)N(c3ccc(C)c(Cl)c3)C2)no1 (stereo unspecified)	2.1%	-5.7%	-2.9%
COc1ccc(C(=O)C2CCCN(Cc3ccc(NC(C)=O)cc3)C2)cc1OC (stereo unspecified)	.	-1.4%	?
Cc1cccc(NC(=O)c2ccc(COc3cccc4ccccc34)o2)n1	-5.1%	-10.2%	?
CN1CCN(CCc2nc3cc(NC(=O)COc4ccc([N+](=O)[O-])cc4)ccc3n2C)CC1	0.2%	-6.2%	-7.5%
CC(=O)NC1CC(=O)N(c2ccc3c(c2)OCCO3)C1 (stereo unspecified)	0.0%	-5.7%	-11.0%
COc1ccc(C2=NCN(c3ccc(C)cc3)C(=S)N2)cc1	8.0%	-5.1%	?

# Not all compounds are listed, so the mix of outcomes need not match the whole.
